UBC13 inh: UBC13 polyubiquitin chain formation inhibitors, primary screen, biochemical, TR-FRET, uHTS | Ubiquitin-conjugating enzyme E2 N (Homo sapiens), P61088 | inhibition, % at 20 µM | 0.47% of 330,000 active; in the data active = inhibition above about 45%, passing the limit was not always enough
Target sequence (P61088 whole entry, looked up): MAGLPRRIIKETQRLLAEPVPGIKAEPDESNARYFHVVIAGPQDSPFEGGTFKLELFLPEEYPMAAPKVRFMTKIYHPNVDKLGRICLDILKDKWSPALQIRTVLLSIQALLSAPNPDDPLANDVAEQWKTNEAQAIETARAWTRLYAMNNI
HKDC1 inh: HKDC1 hexokinase inhibitors, primary screen, biochemical, fluorescence, uHTS; Q2TB90; recombinant HKDC1, G6PDH/diaphorase resazurin coupled fluorescence; inhibition, % at 20 µM; 0.16% of 340,000 active;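 active = inhibition above about 35% when tested at 20 µM, limit read from the data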;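 note: plate controls were DMSO wells with enzyme for no effect and DMSO wells lacking enzyme for full effect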
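Incubation: 90 min at room temperature in dark / Material: recombinant HKDC1 (HK5) hexokinase enzyme, produced in-house / Quantity: enzyme 5 µg/mL final / Compound: one dose of 20 µM, 1% DMSO / Reagent: glucose and ATP substrates / Buffer or medium: Tris pH 8.0 buffer with MgCl2, Tween-20, BSA, BME / Technique: resorufin fluorescence at 613 nm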
Apaf-1 inh: inhibitors of human Apaf-1 apoptosome, primary screen, biochemical, DEVD-Rh110 fluorescence, uHTS | reconstituted apoptosome caspase-3 activity | 0.71% of 330,000 active | inhibition, % at 20 µM; active = inhibition of at least 40% at 20 µM;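 note: plate controls were DMSO wells for no effect and DEVD-CHO caspase inhibitor wells for full effect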
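Material: cell-free apoptosome with Apaf-1, procaspase-3 and caspase-9; Buffer or medium: Hepes pH 7.5 with detergent and BSA; Reagent: cytochrome c trigger plus (Z-DEVD)2-Rh110 caspase-3 substrate; Times: compound with Apaf-1, dATP, procaspase-3 30 min, then 50 min reaction, room temperature; Technique: Rh110 fluorescence intensity.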
Gli-Sufu antag: Gli-Sufu pathway antagonists, primary screen, luciferase luminescence, Sufu-KO-LIGHT cells, uHTS; Sufu-KO-LIGHT fibroblasts, Gli luciferase reporter luminescence; inhibition, % at 5 µM; 0.74% of 340,000 active; AID 588413, 2011;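 active = inhibition above about 55%, limit read from the data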;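 note: 0% = DMSO-treated cells and 100% = wells with medium but no cells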
Jurkat NFkB inh: inhibitors of induced NF-kB luciferase reporter, primary screen, TCR NF-kB activation inhibitor project, cell-based, luminescence, uHTS | Jurkat, PMA/ionomycin-induced NF-kB luciferase reporter | inhibition, % at 4 µM | 0.53% of 330,000 active | AID 435003, 2010
SENP8 inh: SENP8 protease inhibitors, primary screen, biochemical, luminescence; purified SENP8, Z-RLRGG-aminoluciferin cleavage; Sentrin-specific protease 8 (Homo sapiens), Q96LD8; AID 2540, 2010; 1.2% of 330,000 active; inhibition, % at 10 µM
Target sequence (Q96LD8 whole entry, looked up): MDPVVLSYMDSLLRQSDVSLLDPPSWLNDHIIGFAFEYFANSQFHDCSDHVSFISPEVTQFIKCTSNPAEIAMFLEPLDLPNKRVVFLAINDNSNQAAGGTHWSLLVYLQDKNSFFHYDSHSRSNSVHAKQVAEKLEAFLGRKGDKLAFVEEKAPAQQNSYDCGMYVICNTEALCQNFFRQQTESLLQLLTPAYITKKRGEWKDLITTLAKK
SENP7 inh: SENP7 protease inhibitors, primary screen, biochemical, luminescence, uHTS | Sentrin-specific protease 7 (Homo sapiens), Q9BQF6 | recombinant SENP7, Z-RLRGG-aminoluciferin luminescence, 40 min | inhibition, % at 5 µM | 1.5% of 330,000 active;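 active = inhibition above about 50% at the single test dose, limit read from the data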;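 note: plate controls were DMSO with enzyme for no effect and no enzyme buffer wells for full effect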
Target sequence (Q9BQF6 706-1050 limits assumed): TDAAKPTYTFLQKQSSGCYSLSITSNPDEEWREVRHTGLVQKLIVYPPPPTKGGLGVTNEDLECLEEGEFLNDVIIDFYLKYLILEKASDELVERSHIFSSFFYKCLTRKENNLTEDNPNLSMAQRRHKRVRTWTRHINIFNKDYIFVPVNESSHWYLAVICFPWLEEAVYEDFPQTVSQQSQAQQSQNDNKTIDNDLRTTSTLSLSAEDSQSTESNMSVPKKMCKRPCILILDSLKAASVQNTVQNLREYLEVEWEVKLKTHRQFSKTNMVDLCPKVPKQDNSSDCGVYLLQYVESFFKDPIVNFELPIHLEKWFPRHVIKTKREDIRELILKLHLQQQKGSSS
697 NFkB inh: inhibitors of PMA/ionomycin-induced NF-kB reporter, 697 cells, primary screen, B-cell NF-kB inhibitor project, cell-based, luminescence, uHTS; inhibition, % at 4 µM; 0.33% of 330,000 active; 697 B-cell NF-kB luciferase reporter, 16 h; in the data active = inhibition above about 35%
Starred values were filed as active, the others as inactive; / = no result given. Cut-off read from the data, not from the text of the source, unless noted: active = inhibition above about 50%; inactive = the rest.

Below each compound – UBC13 inh | HKDC1 inh | Apaf-1 inh | Gli-Sufu antag | Jurkat NFkB inh | SENP8 inh | SENP7 inh | 697 NFkB inh
(1) CC(=O)c1c(C)[nH]c(C(=O)Nc2nc(-c3ccc(Cl)cc3)cs2)c1C
    -19.4 | -0.3 | 18.1 | 31.3 | 2.7 | -8.7 | -8.8 | -5.0
(2) CN(Cc1ccccc1)C(=O)CNC(=O)Cn1cnc2ccccc2c1=O
    6.1 | -6.2 | 0.7 | -0.2 | -3.3 | -3.6 | 0.1 | 0.4
(3) Cc1ccc(Nc2ccc(C(=O)NC3CCCCC3)cn2)cc1
    -0.3 | -1.2 | -1.1 | -1.2 | -33.9 | -7.2 | 10.8 | -21.7
(4) COCCN(CCOC)c1nc(S(=O)(=O)c2ccc(C)cc2)c(Cl)s1
    10.9 | -1.9 | -3.6 | 10.1 | 3.0 | -8.1 | 0.7 | 10.4
(5) Cc1ccc(CCNC(=O)CS(=O)Cc2nc(-c3ccccc3F)oc2C)cc1 (centres undefined)
    -6.1 | 0.1 | 2.9 | -5.3 | -13.9 | -6.4 | 13.8 | -15.6
(6) CCn1c(SCC(=O)Nc2ccc(OC)cc2)nc2nc3c(cc2c1=O)CCCC3
    1.3 | 14.4 | 15.6 | 4.5 | -9.1 | -3.6 | -0.8 | 15.7
(7) CC(C)C(C(=O)NCC1CCCO1)N(Cc1ccco1)C(=O)CNS(=O)(=O)c1ccc(F)cc1 (centres undefined)
    -3.6 | -5.4 | -3.2 | 3.0 | -6.0 | -3.0 | 6.3 | -22.0
(8) O=C(Nc1ccc(C(=O)O)cc1)Nc1cccc([N+](=O)[O-])c1
    -1.4 | -5.8 | -2.3 | -1.4 | 4.5 | 3.3 | 5.1 | 9.2
(9) Cc1cccc2cc(COC(=O)c3ccccc3)c(=O)[nH]c12
    3.2 | 3.5 | 2.6 | -12.5 | 6.1 | -2.6 | 1.4 | 18.0
(10) Cc1cccc2c(CC(=O)O)noc12
    -11.0 | -7.8 | 16.1 | 7.2 | -9.2 | -6.7 | 6.1 | 1.2
(11) Cc1ccc(CN(C)C(=O)c2ccccc2Sc2ccccc2C#N)cc1
    -1.4 | -2.1 | 30.3 | 17.5 | -12.4 | 0.8 | -8.3 | -43.1
(12) CN(CC(=O)Nc1nc2ccccc2s1)S(=O)(=O)c1ccc(Br)cc1
    24.5 | 5.6 | 14.7 | / | 16.1 | -8.3 | 6.3 | 10.2
(13) CC(C)Sc1nnc(SCC(=O)NCCCN2CCCC2=O)s1
    -6.1 | 2.9 | -0.6 | -0.9 | 0.6 | 0.7 | 2.2 | 12.5
(14) C=CCn1c(COc2ccccc2)nnc1SCC(=O)NCC(=O)OCC
    -5.8 | -4.1 | 8.9 | 2.4 | 3.2 | -7.4 | -11.7 | -10.6
(15) CCCn1c2ccccc2c2cnn(CC(=O)NC3CCCCC3C)c(=O)c21 (centres undefined)
    2.9 | -1.0 | 7.4 | -3.3 | -12.2 | 6.1 | 2.4 | 11.0
(16) COc1ccc(-c2nc(N)nc(N)n2)c(O)c1
    19.0 | -3.4 | 12.1 | -39.2 | -60.8 | -5.8 | -4.6 | -62.3
(17) COC(=O)C1=C(C(=O)OC)[C@@H]2N(C)c3ccc(OC)cc3[C@@]23C[C@@H](C(=O)OC)N(C(=O)c2ccc(Br)cc2)C3=N1
    -6.1 | 4.1 | 13.6 | 0.3 | 2.8 | 0.9 | 0.1 | 6.9
(18) O=[n+]1c2c(n([O-])c3ccccc31)CCC2
    -9.0 | -0.6 | 2.9 | -5.6 | 2.4 | -0.6 | 5.2 | 10.3
(19) Cc1cccc(C(=O)Nc2ccc(C(=O)N3CCCCC3C)cc2)c1 (centres undefined)
    0.0 | 4.5 | 8.3 | -24.3 | 4.5 | 0.8 | 14.7 | 9.0
(20) Cc1ccc(NC(=O)CS(=O)CC(=O)N(CC(=O)NC2CCCC2)c2ccc3c(c2)OCCO3)cc1 (centres undefined)
    -1.5 | -9.0 | -1.5 | -0.9 | 11.7 | -1.4 | 4.8 | 20.7
(21) O=C(CNS(=O)(=O)c1ccc(F)cc1)Nc1ccc(C(F)(F)F)cc1
    -2.5 | 0.0 | -0.7 | 3.2 | -0.2 | -12.9 | -4.5 | -12.0
(22) c1ccc(CCCNc2ncnc3nc[nH]c23)cc1
    7.4 | -1.1 | 0.1 | -11.4 | -0.2 | 2.7 | -1.7 | -10.1
(23) CCn1c(C(=O)N2CCCC(C(=O)NCCc3ccc(C)cc3)C2)cc2sccc21 (centres undefined)
    2.9 | 6.2 | 13.4 | -6.2 | 0.2 | -0.2 | 4.3 | 5.9
(24) CCOC(=O)C1CCN(C(=O)CNC(=O)c2nn(-c3ccc(OC)c(Cl)c3)c(=O)c3ccccc23)CC1
    10.5 | -4.2 | 25.7 | 27.7 | -39.0 | -6.0 | -8.9 | -33.1
(25) O=C(Cc1ccccc1)N1CCN(C(=O)c2cccs2)CC1
    -1.5 | -9.1 | -5.3 | -108.0 | 12.4 | 5.9 | 3.0 | 27.8
(26) CCOC(=O)C1(Cc2ccc(Cl)cc2)CCN(Cc2cn(CC)nc2C)CC1
    -0.7 | -8.8 | 2.2 | 6.9 | 24.0 | -2.6 | 2.8 | 12.8
(27) COc1ccnc(Oc2ccccc2)c1-c1ncn[nH]1
    -2.3 | 14.7 | -4.6 | 0.8 | 8.0 | 0.1 | -1.2 | 16.6
(28) CCCN(CCC)Cc1cc(=O)oc2cc3c(cc12)CCC3
    7.3 | 2.3 | -0.3 | 1.8 | 3.8 | 8.8 | 1.9 | 10.8
(29) CC1CCCN(C(=O)CCCn2c(=S)[nH]c3ccccc3c2=O)C1 (centres undefined)
    -1.5 | -6.5 | 16.1 | 8.7 | 7.1 | 0.1 | -2.0 | 4.5
(30) O=C(N/N=C/c1ccc(F)cc1)c1ccc(OCc2ccccc2)cc1
    19.0 | 5.1 | -14.5 | -35.6 | -3.9 | -0.4 | 0.5 | 16.5
(31) Cc1cc(NCc2ccncc2)ccc1Br
    1.1 | -0.8 | -0.9 | 11.6 | 0.1 | -11.2 | -6.7 | 2.8
(32) CCCCCCSc1nc2c(c(=O)[nH]c(=O)n2C)n1C
    -1.6 | 2.2 | 13.8 | 20.2 | 19.0 | -5.3 | 6.3 | 10.3
(33) Cc1ccccc1N(C)S(=O)(=O)c1nnc(NC(=O)c2ccccc2F)s1
    -3.5 | 0.6 | 2.5 | -1.5 | 4.3 | 4.3 | -4.8 | 6.1
(34) COc1ccc(C2C=C(C)Nc3nc4ccccc4n32)cc1 (centres undefined)
    11.1 | -11.9 | 16.2 | 98.1* | -28.0 | 1.4 | -1.2 | -11.9
(35) COc1ccccc1CNCc1cccs1
    6.6 | -2.5 | -1.5 | -2.3 | 1.7 | 6.6 | 0.1 | 0.9
(36) Clc1cccc(Nc2nc(-c3ccncc3)nc3ccccc23)c1
    0.8 | -2.4 | 19.1 | 9.9 | -28.3 | 2.1 | 15.2 | 12.3
(37) O=C(O)C1Cc2ccccc2CN1C(=O)c1ccccc1Cl (centres undefined)
    5.0 | -3.4 | 11.8 | 3.3 | 3.4 | -2.5 | -2.4 | 2.6
(38) CC1(C)C(c2ccccc2)=NC(c2ccccc2)N1O (centres undefined)
    3.9 | -5.4 | -13.5 | -15.8 | -4.7 | 7.1 | 1.1 | 13.8
(39) Cc1c(Cl)cccc1NC(=O)C1C2C=CC(C2)C1C(=O)O (centres undefined)
    7.6 | 0.5 | 5.8 | -9.9 | -10.9 | 3.1 | 5.7 | 9.1
(40) CCCc1c(C(=O)NNc2ccccc2OC)cnn1-c1ccccc1
    3.2 | -0.6 | -3.8 | 49.0 | -8.2 | -3.1 | -3.1 | 5.2
(41) CC(C)CN(CC(C)C)C(=O)Nc1ccc(F)cc1F
    5.2 | 10.9 | -13.6 | 2.1 | -6.4 | -6.3 | 6.3 | 7.2
(42) Cc1ccc(S(=O)(=O)N2CCOCC2)cc1NC(=O)CNc1ccccc1N1CCCC1=O
    0.2 | 3.8 | 2.6 | -3.9 | -16.4 | -5.5 | 7.5 | 8.5
(43) COc1ccc(NC(=O)CCN2C(=O)c3ccccc3S2(=O)=O)c(OC)c1
    1.8 | 13.7 | -6.3 | -0.3 | 5.9 | 3.0 | 6.6 | 7.7
(44) Cc1ccc(CCN=c2c([N+](=O)[O-])nn(-c3ccccc3)n2O)cc1
    -14.4 | -1.2 | 5.1 | 6.6 | 6.1 | 5.5 | 10.5 | 2.1
(45) CCN(CC)C(=O)Cn1cc(SCC(=O)NC2CCCC2)c2ccccc21
    -6.5 | -7.3 | -7.9 | 2.3 | -0.8 | -8.8 | 3.1 | -2.4
(46) Cc1ccccc1C(=O)N1CCN(c2ccc(NC(=O)c3ccc([N+](=O)[O-])o3)cc2)CC1
    -20.1 | -3.0 | 6.0 | 29.4 | 34.0 | 5.5 | 9.3 | -17.4
(47) Cc1ccc(S(=O)(=O)Nc2ccc(N3CCOCC3)cc2)cc1[N+](=O)[O-]
    -5.2 | -5.0 | 9.7 | -0.7 | -10.9 | -3.2 | -8.9 | -6.9
(48) O=C(Nc1nc(-c2ccccc2)cs1)C1CCCO1 (centres undefined)
    2.0 | -8.0 | -10.4 | -27.0 | -20.8 | -5.7 | 3.0 | -1.2
(49) CC(=O)N1c2ccc(S(=O)(=O)N3CCC(C(=O)NCc4ccc(Cl)cc4)CC3)cc2CC1C (centres undefined)
    2.3 | -3.0 | -17.2 | 4.9 | -4.6 | -15.1 | -7.1 | -5.4
(50) O=C(c1cc(C2CC2)nn1-c1ccccc1)N1CCN(S(=O)(=O)c2c(F)cccc2F)CC1
    -7.8 | 2.3 | 14.7 | -4.1 | 20.7 | -3.1 | -1.8 | 10.1

The list goes on.
Below each compound – UBC13 inh | HKDC1 inh | Apaf-1 inh | Gli-Sufu antag | Jurkat NFkB inh | SENP8 inh | SENP7 inh | 697 NFkB inh
(51) Cc1nn(-c2ccc(Cl)cc2)c(Cl)c1/C=N/NC(=O)c1ccc(NS(=O)(=O)c2cccs2)cc1
    -8.3 | 0.1 | 9.8 | -5.2 | 1.1 | 1.5 | 3.0 | -26.6
(52) CCN(CC)CCCNC(=O)c1cc2c(Cl)nc3ccccc3c2s1
    15.8 | -0.3 | 7.0 | 15.0 | -47.9 | -1.6 | -4.9 | -15.4
(53) Cc1sc2ncnc(SCc3ccc(C(=O)O)cc3)c2c1C
    -3.1 | 9.2 | 8.1 | -42.1 | 4.4 | -15.9 | -9.2 | -4.3
(54) COc1ccc(N2CCN(C(=O)C3CCN(C(=O)c4ccccc4Cl)CC3)CC2)cc1
    2.9 | -1.7 | 1.4 | 13.8 | -1.2 | -6.8 | 1.4 | 13.8
(55) COc1ccccc1NC(=O)C(C)OC(=O)c1cccc(-n2cnnn2)c1 (centres undefined)
    10.1 | -1.5 | 6.8 | -3.3 | 4.7 | -20.5 | 3.3 | 7.4

An unsorted share of the library. About 3.6% of those tested had a hit in this group.
